# Screens deposited in PubChem BioAssay by The Scripps Research Institute Molecular Screening Center.
# M1 PAM – human M1 muscarinic receptor positive allosteric modulators, primary screen, CHO-K1 cells, Fluo-8 calcium fluorescence, 1536-well | Muscarinic acetylcholine receptor M1 (Homo sapiens), P11229 | activation, % at 3 µM | CHO-K1 hM1, ACh EC20; 0% = ACh EC20, 100% = maximal ACh | AID 588819, 2011 | actives 0.088% (n = 360,000); in the data active = activation above about 19%, passing the limit was not always enough
# Target sequence (P11229 whole entry, looked up): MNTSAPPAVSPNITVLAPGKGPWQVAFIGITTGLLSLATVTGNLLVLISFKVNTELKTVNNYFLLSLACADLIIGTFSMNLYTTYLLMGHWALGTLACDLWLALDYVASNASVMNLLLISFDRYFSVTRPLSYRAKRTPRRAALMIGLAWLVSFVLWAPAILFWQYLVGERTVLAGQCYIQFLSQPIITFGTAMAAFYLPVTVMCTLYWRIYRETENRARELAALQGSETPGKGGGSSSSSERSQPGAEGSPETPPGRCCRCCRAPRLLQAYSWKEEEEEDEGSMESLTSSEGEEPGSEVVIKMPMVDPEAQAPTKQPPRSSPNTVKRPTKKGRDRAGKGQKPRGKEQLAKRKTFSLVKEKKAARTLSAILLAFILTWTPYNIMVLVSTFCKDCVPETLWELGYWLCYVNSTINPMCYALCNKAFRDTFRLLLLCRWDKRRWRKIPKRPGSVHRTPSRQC
# CHRM4 antagonist – human M4 muscarinic receptor antagonists, primary screen, CHO cells, Fluo-8 calcium fluorescence. actives 0.73% (n = 360,000). inhibition, % at 3 µM. CHO-hM4 cells, ACh EC80. Muscarinic acetylcholine receptor M4 (Homo sapiens), P08173;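 active = inhibition above its plate's cutoff, the mean inhibition of sample wells plus 3 SD, cut at about 27% in these data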;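 also: 0% = acetylcholine EC80 with DMSO and 100% = DMSO without agonist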
# Target sequence (P08173 whole entry, looked up): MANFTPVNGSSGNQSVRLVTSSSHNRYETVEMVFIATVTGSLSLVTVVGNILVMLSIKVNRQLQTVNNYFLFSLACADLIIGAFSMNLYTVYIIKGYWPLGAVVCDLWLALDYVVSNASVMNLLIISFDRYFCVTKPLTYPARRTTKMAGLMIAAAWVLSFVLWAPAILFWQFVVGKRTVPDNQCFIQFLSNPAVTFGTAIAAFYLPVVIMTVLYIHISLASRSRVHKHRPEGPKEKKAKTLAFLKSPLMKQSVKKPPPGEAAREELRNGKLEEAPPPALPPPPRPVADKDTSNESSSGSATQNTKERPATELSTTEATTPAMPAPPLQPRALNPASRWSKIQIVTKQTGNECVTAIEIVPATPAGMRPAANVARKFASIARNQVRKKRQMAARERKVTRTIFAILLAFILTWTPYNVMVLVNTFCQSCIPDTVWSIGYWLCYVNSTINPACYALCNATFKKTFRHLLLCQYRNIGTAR
# CHRM1 agonist – human M1 muscarinic receptor agonists, primary screen, Fluo-8 calcium fluorescence, CHO-K1 cells, HTS; actives 0.33% (n = 360,000); Muscarinic acetylcholine receptor M1 (Homo sapiens), P11229; CHO-K1 hM1, agonist mode; 0% DMSO, 100% acetylcholine EC100; activation, % at 3 µM;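 active = activation above the run's mean compound activation plus 3 SD, cut at about 16% in these data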;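 also: peak over basal fluorescence ratio within a 140 s kinetic read after compound addition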
# CHO parental Ca – ATP-evoked calcium signal inhibitors, parental CHO, primary screen, counter-screen for OX1R antagonist project, cell-based, fluorescence, Fluo-8 calcium dye. parental CHO-K1, ATP-induced calcium, Fluo-8 fluorescence. inhibition, % at 5.6 µM. actives 0.63% (n = 330,000). AID 463079, 2010;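 active = inhibition above that plate's mean sample inhibition plus 3 SD, cut at about 26% in these data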;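 also: 0% = ATP-challenged DMSO wells and 100% = DMSO wells without ATP; some compounds past the cut are filed as inactive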
#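 Material: Parental CHO cells | Reagent: ATP | Compound dosing: Single nominal dose of 5.6 µM per compound | Detection: Intracellular calcium via Fluo-8 no-wash fluorescent dye | Read-out: % inhibition of ATP-induced calcium mobilization | Benchmarks: Low control ATP plus DMSO, high control DMSO only | Replicates: Singlicate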
# M1 antag – human M1 muscarinic receptor antagonists, primary screen, CHO-K1 cells, Fluo-8 calcium fluorescence, 1536-well | Muscarinic acetylcholine receptor M1 (Homo sapiens), P11229 | CHO-K1 hM1, ACh EC80 antagonist | inhibition, % at 3 µM | actives 1.3% (n = 360,000);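 active = percent inhibition above its own plate's cutoff, namely the mean of that plate's compound wells plus 3 SD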;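 also: peak over basal fluorescence ratio during 140 s after agonist addition; 0% = ACh EC80 plus DMSO and 100% = DMSO alone without agonist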
# OXTR potentiate – human OXTR potentiators, primary screen, fluorescence, CHO-OTR cells, Fluo-8 calcium; activation, % at 3 µM; Fluo-8 calcium fluorescence, potentiator mode; 0% = oxytocin EC15, 100% = EC100; Oxytocin receptor (Homo sapiens), P30559; actives 0.061% (n = 320,000); AID 2445, 2010;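 active = activation above that plate's cutoff, the mean activation of tested compounds plus 3 SD, cut at about 6.6% in these data, passing the limit was not always enough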;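 also: 100% uses oxytocin at 75 nM as the full agonist control; some results filed as inactive read as strong as hits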
#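 Assay system: CHO cell line stably expressing human OTR. Reagent: EC15 oxytocin agonist. Dosing: single dose, 3.0 µM nominal final compound concentration. Timing: compound 6 min at room temperature before oxytocin, 100 s read. Signal: kinetic Fluo-8 calcium fluorescence. Controls: oxytocin EC15 low and EC100 high.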
# M1 ag parental – counter-screen for M1 agonists: effect in parental CHO-K1 cells | Fluo-8 calcium fluorescence; scaled to maximal ATP response, vehicle zero | activation, % at 3 µM | actives 0.48% (n = 360,000); in the data active = activation above about 15%;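 also: untransfected CHO-K1 host cells lacking M1 receptor as counterscreen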
# CHRM4 agonist – human M4 muscarinic receptor agonists, primary screen, CHO-K1 cells, Fluo-8 calcium fluorescence | AID 624127, 2012 | actives 0.14% (n = 360,000) | CHO-K1 hM4/Gqi5; vehicle 0%, full acetylcholine response 100% | activation, % at 3 µM | Muscarinic acetylcholine receptor M4 (Homo sapiens), P08173;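 active = activation above the run mean over all test wells plus 3 SD, cut at about 32% in these data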;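 also: peak over basal fluorescence ratio per well then scaled between controls; 0% = DMSO wells and 100% = acetylcholine at EC100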
# CHO-K1 Ca antag – counter-screen for M1 antagonists: effect in parental CHO-K1 cells; ATP-induced calcium, Fluo-8 fluorescence; actives 0.6% (n = 360,000); inhibition, % at 3 µM;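 active = inhibition above a per-plate cutoff, the plate's mean sample inhibition plus 3 SD, cut at about 24% in these data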;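 also: 0% = DMSO plus EC80 ATP and 100% = DMSO alone without ATP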
# Starred values were filed as active, the others as inactive; nt = not tested or not shown; & = joins results of further samples.
SMILES,M1 PAM,CHRM4 antagonist,CHRM1 agonist,CHO parental Ca,M1 antag,OXTR potentiate,M1 ag parental,CHRM4 agonist,CHO-K1 Ca antag
COc1ccc(CCN2C(=O)CN(Cc3ccccc3)CC2=O)cc1OC,7,-1,-14,-16,-8,-4,1.1,2,-6
Cc1nn(-c2ccc(F)cc2)c(Cl)c1/C=C(\CC(=O)O)c1nc2ccccc2s1,2,12,-1,-9,2,0,0.0,1,-15
Cc1ccccc1C(=O)/C=C1/c2ccccc2CC(C)(C)N1C,-12,24,-8,-10,1,-5,1.4,3,-7
CC(=O)Oc1ccc(C(=O)Nc2cccc(NC(=O)c3ccco3)c2)cc1,1,-23,-1,-12,-2,-13,3.7,21,-5
COCCCn1c(O)c(/C=C2\N=C(C#N)C(=Nc3ccc(C)cc3)O2)sc1=S,12,-15,-1,39*,-8,-15,1.1,1,-3
O=C(CCCCCn1c(=S)[nH]c2ccccc2c1=O)NCc1ccc2c(c1)OCO2,7,-4,-3,-10,-12,-6,0.6,1,-3
CC12CCC(C)(O1)C1C(=O)N(c3nccs3)C(=O)C12 (stereo not given),10,-11,-2,nt,-21,nt,0.5,0,-11
COc1ccccc1-n1c(CNC(=O)c2ccccc2)nnc1SCC(=O)Nc1nnc(C)s1,-18,0,-1,0,15,1,5.2,18,-4
CCCN1Cc2cccc(C(=O)NCCc3ccccc3)c2C1=O,5,-9,-3,-14,-3,4,0.9,2,-13
CN(CC1CCCO1)S(=O)(=O)c1ccc(C(=O)Nc2nccs2)cc1 (stereo not given),3,0,-2,-9,-2,-1,2.1,3,-5
Cc1ccsc1C(=O)C1CCCN(Cc2cn(C)nc2-c2ccccc2)C1 (stereo not given),6,7,-12,-23,-4,0,0.7,1,-7
CC(C)CC1C(=O)N(Cc2cn(CCC3OCCCO3)nn2)CCS(=O)(=O)N1Cc1ccc(-c2ccc(Cl)cc2)cc1 (stereo not given),7,1,-5,nt,-6,nt,0.6,2,-9
COc1ccc(NC(=O)CN(C)CC(=O)c2c(C)[nH]c3ccccc23)cc1,3,-4,-1,-8,0,-11,0.9,5,5
COC(=O)c1ccccc1NC(=O)/C=N/O,-3,3,0,-1,-16,-12,0.0,0,13
O=C(NCCc1cccc(F)c1)C1CCC(=O)N(C2CCCCCC2)C1 (stereo not given),5,7,-2,nt,-10,nt,1.2,4,-13
Cc1cc(C)c(NC(=O)/C(=C/c2ccco2)c2ccccc2)c(C)c1,6,9,-1,-5,-13,-3,-0.3,0,2
CCOc1ccc2ccccc2c1C(=O)N[C@@H]1C(=O)N2[C@@H]1SC(C)(C)[C@@H]2C(=O)O,-11&7,-11&-3,-2&-4,-9&-14,-26&-35,-11&-7,5.6&1.3,22&5,7&-12
COc1ccc(/C(=N\O)c2ncc(C(F)(F)F)cc2Cl)cc1,-1,-18,-3,12,6,-17,0.2,0,-4
Cc1cc(N=Nc2ccc(Cl)cc2)cc(CN2CCOCC2)c1O,16,-12,-6,-10,-18,-3,0.2,-1,-15
Cc1cc(C)cc(-n2c(C)cc(C(=O)CSc3nnnn3C)c2C)c1,-7,-2,1,5,-20,-23,0.4,-1,-6

# Continued, overlapping the part above by five compounds.
SMILES,M1 PAM,CHRM4 antagonist,CHRM1 agonist,CHO parental Ca,M1 antag,OXTR potentiate,M1 ag parental,CHRM4 agonist,CHO-K1 Ca antag
Cc1cc(C)c(NC(=O)/C(=C/c2ccco2)c2ccccc2)c(C)c1,6,9,-1,-5,-13,-3,-0.3,0,2
CCOc1ccc2ccccc2c1C(=O)N[C@@H]1C(=O)N2[C@@H]1SC(C)(C)[C@@H]2C(=O)O,-11&7,-11&-3,-2&-4,-9&-14,-26&-35,-11&-7,5.6&1.3,22&5,7&-12
COc1ccc(/C(=N\O)c2ncc(C(F)(F)F)cc2Cl)cc1,-1,-18,-3,12,6,-17,0.2,0,-4
Cc1cc(N=Nc2ccc(Cl)cc2)cc(CN2CCOCC2)c1O,16,-12,-6,-10,-18,-3,0.2,-1,-15
Cc1cc(C)cc(-n2c(C)cc(C(=O)CSc3nnnn3C)c2C)c1,-7,-2,1,5,-20,-23,0.4,-1,-6
O=C1CSC(c2ccccc2)N1c1nc(-c2ccc(Cl)cc2Cl)cs1 (stereo not given),0,13,-5,-5,9,-4,1.6,0,-15
Cc1ccc(S(=O)(=O)NCCOCCNS(=O)(=O)c2ccc(C)cc2)cc1,4,3,-2,-11,-6,1,1.0,2,1
O=C(Nc1cccnc1)c1cnn2c(C(F)F)cc(C3CC3)nc12,1,3,-8,-11,-14,-7,0.8,1,-12
CC(=O)N/C(=C\c1ccc(F)cc1)C(=O)NC(C(=O)O)C(C)C (stereo not given),-13,2,-5,-2,9,2,5.0,17,11
Cc1ccc(CN2CCC(n3nccc3NC(=O)CCOc3ccccc3)CC2)o1,4,-6,-4,-16,0,-5,8.5,2,20
CN(C)S(=O)(=O)c1cccc(N=c2scc(-c3ccc4c(c3)NC(=O)CO4)n2CC2CCCO2)c1 (stereo not given),-5,-4,2,10,-28,-17,8.3,17,1
COc1ccc(Nc2nc(NCC3CCCO3)nc(N)c2[N+](=O)[O-])cc1 (stereo not given),13,-4,1,-41,-18,8,1.9,3,-13
CCCOc1ccc(C2C(=O)N(C3CCCCCC3)CC(=O)N2Cc2ccco2)cc1OC (stereo not given),4,1,-5,-19,-3,5,-0.2,4,-12
COc1ccc(C(=O)NCCNC(=O)c2ccccn2)cc1,6,-8,-2,1,1,5,-0.3,0,-16
Cc1cc(NC(=O)CSc2nc(Cc3ccc(O)cc3)c(C)[nH]2)no1,15,-15,2,-8,-13,-3,0.2,1,-13
CCc1cc(=O)oc2cc(C)cc(OCC(=O)NCCCn3ccnc3)c12,6,2,-5,3,-10,-6,0.9,1,-12
Cc1cc(C(=O)Nc2ccncc2)c(C)o1,11,-7,2,nt,-5,nt,0.6,2,1
O=C(Cc1ccc(Cl)cc1)N1CCN(c2ccc(F)cc2)CC1,6,-6,-3,-1,-2,-7,3.0,3,3
Nn1c(SCC(=O)Nc2ccccc2Oc2ccccc2)nnc1C1CC1,6,2,-2,nt,-5,nt,1.1,0,-12
COc1ccc(OC)c(/C=N/NC(=O)c2cc3c(OC)c(OC)ccc3[nH]2)c1,-13,-3,-3,-11,6,-4,3.5,9,8
O=C(CSc1nnc(NC(=O)c2ccccc2[N+](=O)[O-])s1)NC1CCCC1,8,1,3,10,-11,1,0.1,1,6
COc1ccc(Cl)cc1C(=O)N1CCN=C1SC,14,-7,-4,0,-19,-6,1.2,1,-13
CCOC(=O)C1(Cc2cccc(OC)c2)CCN(Cc2cccc3c2OCO3)CC1,-9,-10,-11,-9,-1,-9,5.0,9,-7
CSc1cccc(NC(=O)C2(S(=O)(=O)c3ccc(C)cc3)CC2)c1,4,-4,-4,-28,-5,-3,-0.6,-2,-23
COc1ccccc1NC(=O)CCN1CCCCCC1,0,0,-8,-16,-3,-8,0.1,1,-1

# 7 records picked at random from those above, as already listed:
SMILES,M1 PAM,CHRM4 antagonist,CHRM1 agonist,CHO parental Ca,M1 antag,OXTR potentiate,M1 ag parental,CHRM4 agonist,CHO-K1 Ca antag
Cc1ccc(S(=O)(=O)NCCOCCNS(=O)(=O)c2ccc(C)cc2)cc1,4,3,-2,-11,-6,1,1.0,2,1
CCc1cc(=O)oc2cc(C)cc(OCC(=O)NCCCn3ccnc3)c12,6,2,-5,3,-10,-6,0.9,1,-12
Cc1ccc(CN2CCC(n3nccc3NC(=O)CCOc3ccccc3)CC2)o1,4,-6,-4,-16,0,-5,8.5,2,20
COc1ccc(C(=O)NCCNC(=O)c2ccccn2)cc1,6,-8,-2,1,1,5,-0.3,0,-16
COc1ccc(OC)c(/C=N/NC(=O)c2cc3c(OC)c(OC)ccc3[nH]2)c1,-13,-3,-3,-11,6,-4,3.5,9,8
Cc1cc(C(=O)Nc2ccncc2)c(C)o1,11,-7,2,nt,-5,nt,0.6,2,1
O=C(Cc1ccc(Cl)cc1)N1CCN(c2ccc(F)cc2)CC1,6,-6,-3,-1,-2,-7,3.0,3,3

# (cont.)
SMILES,M1 PAM,CHRM4 antagonist,CHRM1 agonist,CHO parental Ca,M1 antag,OXTR potentiate,M1 ag parental,CHRM4 agonist,CHO-K1 Ca antag
CC1(C)CC(O)CC(C)(C)N1CC(O)COCc1ccccc1 (stereo not given),16,-9,-3,-15,-15,-6,0.1,0,-8
COc1ccc(NC(=O)CSc2nnc(Cc3cccn3C)n2-c2ccc(F)cc2)cc1OC,8,11,-2,-18,-13,1,0.2,-1,-2
Cc1cc(C)cc(NC(=O)c2cc3c(=O)n4ccccc4nc3s2)c1,10,4,-3,-12,-1,5,6.7,1,-14
CN(CC(=O)Nc1ccc(SC(F)F)cc1)C1CCCCC1,3,-13,-6,-10,-5,-15,0.3,1,2
CC(C)CNc1ncnc2c1ncn2[C@H]1CN(Cc2ccc(C(=O)O)cc2)C[C@@H](CO)O1,13,-2,-4,nt,-17,nt,0.7,0,-16
Nc1ccc(S(=O)C(F)(F)F)cc1 (stereo not given),10,3,-7,-2,-1,-13,0.8,1,-10
CCCN1CN=C(Nc2nc3ccccc3o2)NC1,-1,-5,-1,-4,8,-4,2.0,1,-8
Cc1cc(C(=O)OCC(=O)N2CC(C)OC(C)C2)ccc1[N+](=O)[O-] (stereo not given),12,0,-8,-7,-6,-8,2.4,1,-12
Cc1ccccc1OCCCc1c(C)n[nH]c1C,-1,5,-7,0,0,-9,4.7,5,0
CN(C)c1nc(NS(=O)(=O)c2ccc(Cl)cc2)nc(N(C)C)n1,9,0,-2,-14,-5,-5,0.1,0,14
O=c1ccn(Cc2ccccc2)c(SCc2ccccc2)n1,17,-4,0,nt,-17,nt,0.5,2,-9
CC(C)(C)NC(=S)N1CCC(C(=O)c2ccc(Cl)cc2)CC1,13,-6,-4,-2,-19,-5,0.5,1,-3
Cc1ccc(S(=O)(=O)N(C)CC(=O)NNC(=O)Cc2ccccc2F)cc1,8,-1,-1,-6,-10,0,-0.4,0,-21
Cc1ccc(C(=O)CSc2ccccc2C(=O)O)cc1,4,-3,-2,0,3,-4,0.1,1,-9
Cn1c(=O)cc(N2CCc3ccccc32)[nH]c1=O,9,-10,-6,-1,-17,-7,-0.3,1,0
